AI-2 QS mod = modulators of Vibrio harveyi AI-2 quorum sensing system; Vibrio harveyi JMH597 AI-2 luminescence/OD600 ratio, 9 h; stronger effect = lower value; strain lacks LuxN and CqsS sensors; 0 = neutral-control median; activity change, % at 7.5 µM; 300,000 compounds, 0.4% hits; AID 2094; in the data active = activity change below about -75%, passing the limit was not always enough;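 also: luminescence divided by OD600 gain over 9 h not by final OD600 alone; inactives centre near 13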
KLF5 inh = inhibitors of KLF5 expression | inhibition, % at 5 µM | 290,000 compounds, 0.23% hits | AID 1700 | DLD-1 KLF5 promoter-luciferase reporter, luminescence;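 active = inhibition above a per-plate limit of that plate's mean compound inhibition plus 3 SD, cut at about 60% in these data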;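 also: 0% = DMSO wells and 100% = LY294002 at 200 µM; higher means less KLF5 promoter-driven luciferase light; inactives centre near -14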
HDAC3 inhib = inhibitors of human histone deacetylase 3 | recombinant HDAC3, fluorogenic peptide/trypsin coupled, fluorescence | inhibition, % at 8.3 µM | 320,000 compounds, 0.15% hits | AID 2718; in the data active = inhibition above about 26%, passing the limit was not always enough
Target sequence (O15379 whole entry, looked up): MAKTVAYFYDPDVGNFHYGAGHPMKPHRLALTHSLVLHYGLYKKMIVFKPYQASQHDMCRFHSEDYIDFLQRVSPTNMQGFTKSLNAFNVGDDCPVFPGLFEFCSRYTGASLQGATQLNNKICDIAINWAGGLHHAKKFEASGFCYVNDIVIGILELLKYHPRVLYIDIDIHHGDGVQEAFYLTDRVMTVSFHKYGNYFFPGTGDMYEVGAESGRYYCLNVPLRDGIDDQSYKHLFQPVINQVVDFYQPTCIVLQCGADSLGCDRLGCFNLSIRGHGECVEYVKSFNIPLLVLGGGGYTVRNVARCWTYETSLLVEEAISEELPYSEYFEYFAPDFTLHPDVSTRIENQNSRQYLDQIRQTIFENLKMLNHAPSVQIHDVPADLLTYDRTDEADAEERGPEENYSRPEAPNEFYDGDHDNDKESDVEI
Platelet DG rel = platelet dense granule release activity. inhibition, %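 (compounds screened at 7.5 µM in platelet-rich plasma)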. human platelet-rich plasma, SFLLRN dense granule ATP release, luminescence. 300,000 compounds, 0.22% hits;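 active = mean replicate score, as percent of positive control, at or above 50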
aSyn 5UTR inh = MLPCN primary screen, SNCA 5' untranslated region; AID 1813; inhibition, % (tested at 7.5 µM); alpha-synuclein 5'UTR reporter, inhibitor activity; 300,000 compounds, 0.82% hits; in the data active = inhibition above about 60%;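 also: H4 neuroglioblastoma cells stably carrying SNCA 5'UTR luciferase fusion; 0% = DMSO wells and 100% = positive control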
HSP90 refold inh = inhibitors of HSP90 luciferase refolding in rabbit reticulocyte lysate; 290,000 compounds, 0.91% hits; AID 1789; luciferase refolding luminescence, 3 h; inhibition, % at 5.6 µM;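 active = inhibition above the screen-wide mean plus 3 SD, computed separately per campaign, cut at about 16% in these data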;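 also: 0% = DMSO wells and 100% = 60 µM geldanamycin wells; inhibitors lower the luminescence because luciferase stays unfolded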
HSF1 activator = increases HSF-1 driven luciferase reporter signal; NIH3T3-HGL HSF-1 luciferase reporter, MG132, 8 h; 100% = twice DMSO control signal; 300,000 compounds, 1.7% hits; activation, % at 9 µM;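 active = mean replicate activation of at least 50% with a set share of replicates each reaching 50%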;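 also: 0% = median of the neutral control wells and 100% = twice that signal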
HSF1 inh = HSF1 inhibition; NIH3T3-HGL HSE-luciferase, MG132-induced, luminescence 8 h; stronger effect = lower value; activity change, negative = inhibition, % at 7.5 µM (by protocol); 300,000 compounds, 0.77% hits;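 active = more than half of replicate wells show activity change below -50%, luminescence cut by over half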;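 also: luciferase reports HSF-1 transcriptional activity via heat shock element; 0% = median of DMSO wells and -100% = zero luminescence signal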
HIF act = HIF pathway transcriptional activation. AID 1910. 300,000 compounds, 0.32% hits. U2OS HRE-luciferase reporter, luminescence; normalized: DMSO 0%, desferrioxamine 100%. activation, % at 7.5 µM (by protocol);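 active = mean activation of at least 10% of the iron chelator positive control signal, with at least half of replicates also reaching 10%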
IEC-6 tox = counter-screen for KLF5 inhibitors: cytotoxicity in IEC-6 cells; 290,000 compounds, 0.78% hits; IEC-6 cytotoxicity, luminescence viability; inhibition, % at 5 µM; AID 1825; in the data active = inhibition above about 22%;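 also: 0% = plate median of test compound wells and 100% = cytotoxic reference compound wells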
Active calls of the source: *; · = not tested or not shown.

SMILES	AI-2 QS mod	KLF5 inh	HDAC3 inhib	Platelet DG rel	aSyn 5UTR inh	HSP90 refold inh	HSF1 activator	HSF1 inh	HIF act	IEC-6 tox
Cc1cc(C)n2ncc(C(=O)NCCc3ccccc3)c2n1	-8	-34	-15	-4	-19	4	20	1	1.2	-1
Cc1ccc2c(c1)N(C(=O)CCC(=O)N1CCN(c3ccccn3)CC1)CC(C)O2 (stereo not drawn)	28	-20	-3	0	0	0	7	-3	-0.2	-1
COc1ccccc1CNC(=O)CCCc1nnc2n(C)c(=O)c3sccc3n12	43	-11	-3	2	4	-7	0	2	-0.3	-5
CS(=O)(=O)Oc1ccc2c(c1)O/C(=C\c1cccc([N+](=O)[O-])c1)C2=O	28	-22	8	11	-3	2	7	6	0.2	-3
Cn1ccnc1C(O)c1cccc(OCc2ccccc2)c1 (stereo not drawn)	14	-14	-9	-6	3	-1	24	-1	1.8	3
COc1ccccc1NC(=O)CSc1nnc(Cc2cccn2C)n1CCc1ccccc1	26	12	6	-2	25	3	15	8	-0.2	-2
COc1ccccc1CNS(=O)(=O)c1ccc(S(=O)(=O)NC2CC2)cc1	8	2	2	8	17	0	-18	-8	0.3	9
Cc1ccc(C2=N/C(=C\c3c(C)nn(-c4ccccc4)c3N3CCCC3)C(=O)O2)cc1	35	-20	-4	-2	7	2	12	-3	-0.4	1
Cc1ccc(-c2nnc(CSc3nnc(COc4ccccc4)n3-c3ccccc3)o2)cc1	23	-24	·	-4	-5	6	19	8	-0.1	-3
CCCCSCCCNC(=O)c1cn(CC)c2ccc(S(=O)(=O)N3CCOCC3)cc2c1=O	·	-7	3	-8	1	-3	14	3	-0.3	-1
Cc1ccc(/C(N)=N/OC(=O)COc2ccc(Cl)c(C)c2)cc1	11	6	4	-4	-14	2	15	-6	-1.2	3
O=Cc1ccc(Oc2nc(Cl)ncc2F)cc1	20	-28	1	5	-21	-2	-6	-9	-0.2	-8
COc1ccccc1CNC(=O)C(NC(=O)c1ccccc1)C(C)C (stereo not drawn)	11	-5	2	11	-3	3	3	4	-0.5	0
O=C(COC(=O)CSc1ccc([N+](=O)[O-])cc1)NCc1ccco1	26	·	·	2	-17	·	8	1	0.0	·
CCOC(=O)C1(CCCc2ccccc2)CCN(C(=O)c2cnn(CC)c2)CC1	6	10	5	5	·	-4	·	·	·	0
c1ccc(-n2nnc(-c3cccnc3)n2)cc1	-1	-65	-1	0	-162	4	34	13	4.5	2
O=C(NCc1ccccc1)c1cc2ccccc2o1	-86*	-50	-8	-8	-18	-3	1	-7	0.5	-2
CCCCCOC(=O)CSc1nc2c(c(=O)[nH]c(=O)n2C)n1CCc1ccccc1	4	-26	14	·	·	-4	·	·	·	-3
CCOc1ccc(NC(=O)CN(C)C(=O)c2ccc(N3CCOCC3)c([N+](=O)[O-])c2)cc1OCC	19	-23	6	-4	-6	-1	1	0	-0.1	-2
O=C1[C@@H]2Cc3c([nH]c4ccccc34)C(c3cccc([N+](=O)[O-])c3)N2C(=O)CN1C1CCN(Cc2ccccc2)CC1 (stereo partly drawn)	42	22	13	5	18	2	35	14	-35	2
COC(=O)c1cc(-c2ccc(S(=O)(=O)N3CCCC(C)C3)cc2)c(C(F)(F)F)s1 (stereo not drawn)	31	-14	0	19	15	-6	-4	0	-0.2	1
O=C(O)c1c(C(=O)O)c(-c2ccc(Br)cc2)n2c1CSC2	15	-60	-4	8	7	-1	9	-2	1.3	-13
O=C(CCCN1C(=O)/C(=C/c2ccco2)SC1=S)Nc1ccccc1	17	-7	-6	3	-16	-2	31	8	0.2	-4
CC[N+]1=CN(c2ccccc2)C(C)=CC1(C)C	2	-17	4	8	1	-7	-17	-13	0.2	-2
Cc1ccc(C)c(N(C(=O)c2nsc(Cl)c2Cl)C(C(=O)NC2CCCC2)c2ccc(O)cc2)c1 (stereo not drawn)	5	10	1	-8	33	6	36	8	-0.6	1
Cc1cccc(C(=O)NN2C(=O)C3C(c4ccccc4)C=CC(c4ccccc4)C3C2=O)c1 (stereo not drawn)	19	-43	1	-3	9	1	-5	-3	-0.1	-6
COCCCNC(=S)NNC(=O)c1csc2ccccc12	4	-3	-3	9	-6	-1	0	-1	1.2	5
O=C(c1ccc(F)cc1)N1CCCC(C(=O)N2CCc3ccccc3C2)C1 (stereo not drawn)	3	-6	-2	-1	11	-4	13	9	-0.4	-7
COc1ccc(CN2CCN(Cc3cccc(F)c3)CC2)cc1OC	8	-17	0	3	3	0	-7	-6	0.0	-2
COc1ccc(C(=O)NC2CCCCCC2)cc1S(=O)(=O)N1CCCc2ccccc21	19	-52	-3	0	-7	-6	-10	-3	-2.3	0
CCNC(=S)Nc1nc2c(cc1C(=O)OCC)CCCC2	7	-5	3	-11	-53	-1	27	7	-0.1	2
O=C(O)c1ccccc1-c1nc2ccccc2c(=O)[nH]1	28	-26	-3	3	15	1	-21	-3	-1.1	-4
CCN(CC)C(=O)c1sc(NC(=O)c2ccc3c(c2)OCO3)c(C#N)c1C	20	-39	-3	6	-9	-1	-17	1	1.5	0
O=C(CCC1COc2ccccc2O1)Nc1ccc(Cl)cn1 (stereo not drawn)	·	-19	2	·	·	-3	·	·	·	-1
CCCCCCCCC(=O)N/N=C/c1cccc(Br)c1	-5	-21	0	-1	11	2	0	2	-0.2	5
CS(=O)(=O)N(Cc1ccc(C(=O)Nc2ccccc2Sc2ccccc2)cc1)c1ccccc1	10	0	-8	-4	13	-4	23	14	-0.3	-3
COc1c2c(nc3occc13)C(CC=C(C)C)(OC)C(OC(C)=O)CC2 (stereo not drawn)	13	-36	0	2	7	-1	3	2	-16	1
COc1cccc(NC(=O)Cn2nnc(C(=O)Nc3cc(Cl)ccc3OC)c2N)c1	15	-12	-16	8	30	3	-2	-2	-1.3	8
Nn1c(Cc2cccc3ccccc23)nnc1SC1CCOC1=O (stereo not drawn)	23	-28	-2	3	21	2	13	3	0.3	2
NCCCn1c(C(=O)c2cc(Cl)c(N)c(Cl)c2)c2ccccc2[n+]1[O-]	3	·	3	-3	-19	·	-12	1	2.7	·
O=C(Nc1ncccc1O)c1cccc(S(=O)(=O)N2CCc3ccccc32)c1	-8	-25	4	2	7	4	9	-1	-0.4	6
Cc1cc(N2CCN(c3ccccc3)CC2)n2ncnc2n1	15	-7	2	-2	15	1	-8	1	-0.3	-3
O=C1c2ccccc2C(=O)N1OS(=O)(=O)c1ccccc1	19	-25	44*	2	-40	-3	·	·	·	-3
COc1ccc(OC)c(/C=N/n2c(C)nc3ccccc3c2=O)c1	11	·	-5	-4	-2	·	16	5	-0.2	·
COc1ccc(-c2noc(CCC(=O)NCC3CCCO3)n2)cc1OC (stereo not drawn)	22	-2	0	-1	-6	-4	-12	-3	0.0	-3

Record cards (already shown). Values in the order: AI-2 QS mod | KLF5 inh | HDAC3 inhib | Platelet DG rel | aSyn 5UTR inh | HSP90 refold inh | HSF1 activator | HSF1 inh | HIF act | IEC-6 tox
COc1ccc(-c2noc(CCC(=O)NCC3CCCO3)n2)cc1OC (stereo not drawn) in the list: 22 | -2 | 0 | -1 | -6 | -4 | -12 | -3 | 0.0 | -3
NCCCn1c(C(=O)c2cc(Cl)c(N)c(Cl)c2)c2ccccc2[n+]1[O-] in the list: 3 | · | 3 | -3 | -19 | · | -12 | 1 | 2.7 | ·
Nn1c(Cc2cccc3ccccc23)nnc1SC1CCOC1=O (stereo not drawn) in the list: 23 | -28 | -2 | 3 | 21 | 2 | 13 | 3 | 0.3 | 2
COc1cccc(NC(=O)Cn2nnc(C(=O)Nc3cc(Cl)ccc3OC)c2N)c1 in the list: 15 | -12 | -16 | 8 | 30 | 3 | -2 | -2 | -1.3 | 8
CCN(CC)C(=O)c1sc(NC(=O)c2ccc3c(c2)OCO3)c(C#N)c1C in the list: 20 | -39 | -3 | 6 | -9 | -1 | -17 | 1 | 1.5 | 0

Next section
SMILES	AI-2 QS mod	KLF5 inh	HDAC3 inhib	Platelet DG rel	aSyn 5UTR inh	HSP90 refold inh	HSF1 activator	HSF1 inh	HIF act	IEC-6 tox
Clc1ccccc1CN(Cc1ccco1)Cc1nnnn1C1CCCC1	21	-10	3	9	26	1	69*	31	-0.7	0
CC1(C)CC(NCCN2CCN(C3=CC(=C(C#N)C#N)CC(C)(C)C3)CC2)=CC(=C(C#N)C#N)C1	16	-18	6	-3	33	5	-13	6	-1.7	0
COc1ccc(C(=O)Nc2nnc(CCc3ccccc3)s2)c(OC)c1	34	6	4	0	-32	-6	21	-3	-0.5	-1
CCN1C(=O)c2cccc3c(N)ccc1c23	17	·	7	2	11	·	26	25	·	·
O=C(Oc1ccc[nH]c1=O)c1cc([N+](=O)[O-])cc([N+](=O)[O-])c1	-2	-20	-2	-3	9	13	-7	-10	-0.2	-1
NC(=O)CC(NC(=O)c1cccc(Br)c1)c1ccc(N2CCN(c3ccc(F)cc3)CC2)c([N+](=O)[O-])c1 (stereo not drawn)	17	-6	6	13	19	-2	-2	-1	-0.8	2
COc1ccc(NC(=O)/C=C/c2ccc(Br)o2)cn1	7	-21	8	12	-58	-2	6	14	2.9	-9
Cn1c(/C=C/c2cccc(Br)c2)nc2ccccc2c1=O	9	-23	-5	-7	-178	2	49	43	2.8	16
Cc1cccc(NC(=S)N(C)C2CCCCC2)c1	19	-5	-7	-4	-4	6	-41	-30	0.7	1
Cc1cc(C)c(CN2CCC(n3nccc3NC(=O)CCOc3ccccc3)CC2)cc1C	14	-18	11	-3	28	-4	3	7	-0.4	3
Brc1ccc(C2Nc3cccc4cccc(c34)N2)o1	5	-5	3	3	-44	19*	5	-4	-0.3	0
O=C(NN=C1CCCC1)c1ccc(O)cc1	6	-46	-2	-1	8	4	1	2	-0.5	3
O=C(N/N=C/C(c1ccccc1)c1ccccc1)c1ccccc1F	11	-51	2	-2	22	-1	35	18	0.5	-3
Cc1ccc(NC(=O)O/N=C/c2ccc(Br)cc2)cc1	-17	-54	-10	0	1	-1	-4	-5	2.2	4
CC(=O)NCCNC(=O)c1ccc(Cn2c(=O)[nH]c3ccsc3c2=O)cc1	10	-22	-1	-1	-8	3	6	-5	-2.5	4
Cc1cccc(C(=O)NNC(=S)NC(=O)c2cccs2)c1	-46	14	10	2	5	-2	-41	-27	-0.5	17
C/C(CC(=O)Nc1ccc(C)c(Cl)c1)=N\NC(=O)Cc1cccs1	4	-20	2	-4	-12	4	36	12	0.1	6
O=C(COC(=O)c1ccccc1Nc1ccccc1)Nc1ccccc1	16	-22	4	-5	-31	1	17	1	0.2	-1
CCOC(=O)C1(Cc2ccccc2C(F)(F)F)CCN(C(=O)c2cc(C)n(C)n2)CC1	22	-20	2	4	-117	-1	30	29	1.0	0
O=C(Nc1nc2ccccc2c(=O)s1)c1ccco1	·	1	2	3	-2	3	15	14	0.1	1
CCCC(C(=O)NC1CCCC1)N(Cc1ccccc1)C(=O)c1snc(C(N)=O)c1N (stereo not drawn)	11	-3	6	1	4	0	-4	4	-0.1	-5
Cc1nnsc1C(=O)Nc1cc(Cl)ccc1Cl	17	-21	-2	6	23	1	-2	-8	-0.4	2
CN(CC(=O)Nc1ccc(S(=O)(=O)N2CCCC2)cc1)CC(=O)Nc1ccc(F)c(F)c1F	18	-36	5	4	2	1	3	4	-0.9	5
Cc1ccc(-n2ncc3c(NCc4ccco4)ncnc32)cc1C	32	-155	-10	-4	-183	-4	38	34	5.9	3
Cc1cc2cc(CN(Cc3ccco3)S(=O)(=O)c3c(C)ccc4nsnc34)c(=O)[nH]c2cc1C	8	-13	8	4	89*	-2	1	0	-0.1	-1
Cc1cc(C)c2nc(NNC(=O)c3ccc(S(=O)(=O)N4CCCCC4)cc3)sc2c1	88	7	9	2	46	6	3	4	1.1	0
N/C(=N\OC(=O)Nc1ccccc1)c1ncc([N+](=O)[O-])s1	-88*	-3	2	0	-94	1	65*	40	0.2	-2
